ERK EGF inh: blocks ERK signaling stimulated by EGF | HEK293-V1b, EGF-stimulated phospho-ERK AlphaScreen | Potency, µM (series often up to 11.5 µM), inactives show at the top dose activity change, negative = inhibition, usual class: inhibitors | hit rate 0.41% among 130,000; active means well fitted inhibition curve with a large enough effect; inconclusive means small, poorly fitted or top-dose-only effect, or effect the other way;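 further: plate controls were stimulated vehicle wells for no effect and unstimulated vehicle basal for full effect; nearly all actives have a fitted effect of over 55% in size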
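Concentration-response of compounds against EGF-driven ERK phosphorylation in V1b-expressing HEK293 cells; 30 min preincubation, 5 min EGF, AlphaScreen detection; Normalized to DMSO basal and 25 nM EGF.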
The depositor's hits bear a star; ? = inconclusive; & = joins results of further samples; [ ] = remark or other dose. Potency means the concentration at half of the fitted maximal effect.

structure | ERK EGF inh
CC(=O)c1sc(NC(=O)c2cccnc2Cl)nc1C | 1%
COC(=O)C1=C(C(=O)OC)[C@@H]2N(C)c3ccccc3[C@@]23C[C@@H](C(=O)OC)N(C(=O)CC(C)C)C3=N1 | -6%[57.5 µM]
Cc1ccc(-n2c(C)c([N+](=O)[O-])c3ccc(O)cc32)cc1 | -2%[57.5 µM]
O=C(NC1CCN(C(=O)C2CCCCC2)CC1)c1ccccc1 | -2%[57.5 µM]
Oc1ccccc1N=Cc1c(O)ccc2oc3c(c12)CCCC3 | -4%[57.5 µM]
Cc1cc(C)c2c(n1)sc1c(=O)n(-c3ccccc3)c(=O)[nH]c12 | 5%
Cc1ccc(NC(=O)C2CCN(c3nc(C)cc(C)n3)CC2)cc1 | 0%
CCc1ccc(OCCCC(=O)Nc2ccc(N3CCOCC3)cc2)cc1 | -2%
CCn1c2ccccc2c2cc(NC(=O)CNC)ccc21 | -10%[57.5 µM]
COC(=O)c1c(C)nc(C)c(C(=O)OC)c1-c1cccs1 | -9%
O=c1c(C=NCCCO)c(-c2ccccc2)[nH]n1-c1nc2ccccc2s1 | 5%
CC(=O)c1ccc(S(=O)(=O)N2CCN(C)CC2)cc1 | 6%
CCCCC(=O)N/N=C(/C)C1=C(C)C(C)(C)OC1=O | 0%
CCCOc1ccc(Br)cc1-c1cc(-c2ccc(Cl)cc2)[nH]c1-c1ccncc1 | -4%
Cn1c(=O)c2c(ncn2CC(=O)OCC(=O)NC(c2ccccc2)c2ccccc2)n(C)c1=O | -2%
CC(=O)Nc1nc(CCC(C)C)cc2c1c(=O)oc1ccccc12 | 10%[57.5 µM]
CCN1C=CC2=C(C#N)C(N)C(C#N)(C#N)C(c3ccccc3C(F)(F)F)C2C1 (stereo unspecified) | -6%
CC1(C)CC(=O)C(C=NCCN2CCN(CC(=O)Nc3ccccc3)CC2)=C(O)C1 | -2%
CCOC(=O)c1cc2c(=O)n3ccccc3nc2n(C(C)C)c1=NC(=O)c1ccco1 | 1%
COc1cc(S(=O)(=O)NC2CCCCC2)ccc1Cl | -1%
CCOC(=O)Nc1sc2c(c1C#N)CCC(C)C2 (stereo unspecified) | 5%[57.5 µM]
CC(C)NS(=O)(=O)c1ccc(CCC(=O)N2CCCCC2)cc1 | -6%
Cc1nc2c(C#N)c[nH]n2c(=O)c1CCO | -7%[57.5 µM]
CC(C)c1ccc(OCC(=O)N(Cc2ccccc2)c2ccccn2)cc1 | 4%
O=C(Nc1ccc(Cl)cn1)c1ccc(Br)c(S(=O)(=O)N2CCCCC2)c1 | -1%

Carrying on.
structure | ERK EGF inh
NC(CCC(=O)N[C@@H](CS)C(=O)NCC(=O)O)C(=O)O (stereo partly specified) | 12%
COc1ccc(Br)cc1/C=N/NC(=O)c1ccco1 | 1%
COc1ccc(C)cc1NC(=O)CC(NC(C)=O)c1ccccc1 (stereo unspecified) | 8%
O=c1c2ccccc2nc(/C=C/c2c[nH]c3ccccc23)n1-c1ccc([N+](=O)[O-])cc1 | 7%
O=[N+]([O-])c1ccc(SCCc2ccncc2)cc1 | 6%&5%[57.5 µM]
O=C(COC(=O)[C@@H]1CCCN1S(=O)(=O)c1ccccc1F)Nc1ccc(OC(F)F)cc1 | 0%
COc1ccc(C(CC(=O)c2ccc(C)cc2)C(C#N)C#N)cc1OC (stereo unspecified) | 9%
CCOC(=O)c1cc(-c2ccccc2)sc1NC(=O)COC | -9%
Fc1ccc(C2=CC(c3ccco3)n3ncnc3N2)cc1 (stereo unspecified) | 2%
CC(=O)Nc1ccc2c(c1)CCCC2 | 18%[57.5 µM]
O=C(c1cc2cc([N+](=O)[O-])ccc2s1)N1CCCCC1 | 8%
CCN(CC)C(=O)CC(c1ccc(OC)cc1)c1c(OC)cc(OC)c2ccc(=O)oc12 (stereo unspecified) | -2%[57.5 µM]
COc1cc2c(cc1OC)C(C)N(S(=O)(=O)c1cn(C)cn1)CC2 (stereo unspecified) | -4%[57.5 µM]
O=S(=O)(N/N=C/c1cccc(OC2CSC2)c1)c1ccccc1 | 3%
Cc1ccc(S(=O)(=O)N2c3ccccc3OCC2c2ccccc2)cc1 (stereo unspecified) | 0%
CC(=O)Nc1cccc(OCC(=O)NCCC2=CCCCC2)c1 | 4%
COC(=O)c1ccc(C(=O)OC)c(NC(=S)N2CCN(C)CC2)c1 | -5%
Cc1nc(C)c(NC(=O)OC(C)C)cc1NC(=O)OC(C)C | 3%
N#Cc1c(N)n[nH]c1-c1cc2c([nH]1)CCCC2 | 5%
O=C(Nc1nc2ccc([N+](=O)[O-])cc2s1)c1ccncc1 | -3%[57.5 µM]
O=C(NCC(O)c1ccccc1)c1ccccc1 (stereo unspecified) | -15%[57.5 µM]
c1ccc(-c2nc3c(ccc4ccccc43)[nH]2)nc1 | -4%
Cc1oc(-c2cccs2)nc1CN1CC[C@@](O)(c2ccccc2)[C@H]2CCCC[C@@H]21 | -13%
COc1ccc(Cl)cc1C(=O)C1CCCN(Cc2cnc(N3CCOCC3)s2)C1 (stereo unspecified) | 4%
Cc1ccc2oc(/N=C(\N)NC(=O)C(C)(C)C)nc2c1 | 17%[57.5 µM]

The results go on:
structure | ERK EGF inh
COCCNC(=O)c1cc2cc(Cl)cc(Cl)c2oc1=O | -10%
COC(=O)c1ccc(CNC(=O)COC(=O)c2ccc(N(C)C)cc2)cc1 | -6%
O=C1COc2ccc(C(=O)COC(=O)c3sc4ccccc4c3Cl)cc2N1 | 7%
COc1ccc(/C=N\NC(=O)c2cccc([N+](=O)[O-])c2)cc1Cn1cc([N+](=O)[O-])cn1 | -4%
CC1=C(C)C(=O)C(CCCCC#CCCCC#CCO)=C(C)C1=O | ?
Cc1cc(N2C(=O)C3CC=CCC3C2=O)no1 (stereo unspecified) | 1%
CC(C)N1CCC(N2CCN(C/C=C/c3ccc(F)cc3)CC2CCO)CC1 (stereo unspecified) | -4%[57.5 µM]
O=C(NCc1cccnc1)c1cccc2c1C(=O)N(C1CCCCC1)C2 | 4%
CC1CCCC/C1=N\NC(=S)Nc1cccnc1 (stereo unspecified) | -3%
CCN(CC)S(=O)(=O)c1cccc(C(=O)N[C@H](C(=O)NNC(=O)c2ccccc2)C(C)C)c1 | 22%[57.5 µM]
COC(=O)c1sc(S(=O)(=O)NCC(=O)O)c(C(=O)OC)c1C | -7%
Cc1cccc(C(=O)Nc2sc3c(c2C#N)CCCCC3)c1 | 3%
FC(F)(F)c1ccc(-c2n[nH]c(=S)o2)nc1 | -5%[57.5 µM]
Cc1ccc(-c2cn3cccc(C)c3n2)cc1 | -3%
CCc1c(C(C)S(=O)(=O)c2ccccc2)[nH]c(=O)n1CC (stereo unspecified) | 0%
COc1cccc2c(=O)c3ccccc3oc12 | -5%[57.5 µM]
CCN(CC)C(=O)COc1ccc(/C(C)=N/Nc2ncc(Cl)cc2Cl)cc1 | 12%[57.5 µM]
CC(=O)c1c(N2CCN(C)CC2)nc(=S)n(-c2cc(C)ccc2C)c1C | -2%
CCc1ccc(C(C(=O)NC(C)(C)CC)N(Cc2ccco2)C(=O)Cn2nnc3ccccc32)cc1 (stereo unspecified) | 12%
CC1=NN(C(=O)Cn2nc([N+](=O)[O-])c(Br)c2C)C(O)(C(F)(F)F)C1 (stereo unspecified) | -2%
CCC(=O)N1CCc2cc(Br)cc(S(=O)(=O)N(C)c3ccc(OC)cc3OC)c21 | -2%
CC(N)(Cc1ccc(O)c(O)c1)C(=O)O (stereo unspecified) | 9%
Cc1sc2nc(CC(=O)N3CCCC3)[nH]c(=O)c2c1C | -6%
Cc1ccc(SCCOCCN2CCc3ccccc3C2)cc1 | 6%
Cc1cc(Cl)ccc1OCC(=O)NNC(=O)C1CCCO1 (stereo unspecified) | 2%

6 successive entries out of the list so far, for reference:
structure | ERK EGF inh
CC(=O)c1ccc(S(=O)(=O)N2CCN(C)CC2)cc1 | 6%
CCCCC(=O)N/N=C(/C)C1=C(C)C(C)(C)OC1=O | 0%
CCCOc1ccc(Br)cc1-c1cc(-c2ccc(Cl)cc2)[nH]c1-c1ccncc1 | -4%
Cn1c(=O)c2c(ncn2CC(=O)OCC(=O)NC(c2ccccc2)c2ccccc2)n(C)c1=O | -2%
CC(=O)Nc1nc(CCC(C)C)cc2c1c(=O)oc1ccccc12 | 10%[57.5 µM]
CCN1C=CC2=C(C#N)C(N)C(C#N)(C#N)C(c3ccccc3C(F)(F)F)C2C1 (stereo unspecified) | -6%

Next part
structure | ERK EGF inh
COCCCNC(=O)c1cccc(NC(=O)c2ccccc2)c1 | -10%
COc1ccc(C2CC(c3ccccc3)=NN2C(=O)CN2N=NC3C(=O)N(c4cccc(F)c4)C(=O)C32)cc1 (stereo unspecified) | -6%
CC(C)N(C)C(=O)CCc1nnc(CCc2c[nH]c3ccccc23)o1 | 10%
O=C1C(c2c(O)[nH]c3ccccc23)=Nc2ccccc21 | ?
COc1ccc(C2(C(=O)Nc3ccccc3)CCOCC2)cc1 | 11%
CCOc1ccc(NC(=O)CCC(=O)NNC(=O)COc2ccc(C)cc2)cc1 | -9%
O=C(/C=C/c1ccco1)Nc1cccc(S(=O)(=O)N2CCOCC2)c1 | 6%
CC(C)(C)c1ccc(C(=S)N2CCN(c3ccccc3)CC2)cc1 | ?
NC(=O)C1CCN(CCS(=O)(=O)c2ccc(Cl)cc2)CC1 | -2%[57.5 µM]
Cc1cc(NC(=O)COC(=O)COc2ccc3c4c(c(=O)oc3c2)CCC4)no1 | 6%
Oc1ccccc1N1CCN(c2ncnc3sc(-c4ccccc4)cc23)CC1 | -8%[57.5 µM]
Cc1ccc(CN2CCN(Cc3nc(C(C)C)cs3)CC2CCO)cc1 (stereo unspecified) | ?
O=[N+]([O-])c1ccc(NC2CCCC2)cc1 | -8%
Cn1c(SCC(O)c2ccccc2)nnc1-c1ccc2ccccc2c1 (stereo unspecified) | 0%[57.5 µM]
O=C(/C=C/c1ccc(Cl)cc1)Nc1ccc(N2CCOCC2)cc1 | -15%
CCOc1ccc2nc(SCC(=O)NC3CCCc4ccccc43)sc2c1 (stereo unspecified) | 3%
CC(=O)c1ccc(Nc2nc(NCCO)nc(OC(C(F)(F)F)C(F)(F)F)n2)cc1 | 6%
COc1ccc(NC(=O)Nc2ccc3c(c2)CCC3)cc1OC | -3%
CCC(C)Nc1nc(N)c([N+](=O)[O-])c(NCCO)n1 (stereo unspecified) | 4%[57.5 µM]
CCOC(=O)c1sc2ncn(/N=C/c3ccc(O)c(OC)c3)c(=O)c2c1C | ?
Cc1cccc(-c2noc(-c3ccoc3C)n2)c1 | -11%
COc1ccccc1-c1ccc(/C=C2\C=CC(=O)O2)o1 | 0%[57.5 µM]
O=C(c1ccco1)N1CCN(c2ccc([N+](=O)[O-])cc2Cl)CC1 | 10%[57.5 µM]
Cc1onc(C(=O)Nc2cccnc2Cl)c1[N+](=O)[O-] | 1%
OCCC1CN(Cc2ccc3c(c2)CCO3)CCN1C1CCCC1 (stereo unspecified) | 1%

Additional structures
structure | ERK EGF inh
CN(C)NC(=O)C(NC(=O)c1ccccc1)C12CC3CC(CC(C3)C1)C2 (stereo unspecified) | -6%
COC(=O)C1=C(C)NC(C)=C([N+](=O)[O-])C1c1ccccc1C(F)(F)F (stereo unspecified) | 8%
CN(C)S(=O)(=O)c1cccc(C(=O)OCC(=O)NCc2ccc3c(c2)OCO3)c1 | 10%
COc1ccccc1CNC(=O)C/C(C)=N/NC(=O)Cc1ccc(OC)c(OC)c1 | -11%
O=C(CCNS(=O)(=O)c1ccc(Cl)cc1)N1CCN(Cc2ccccc2)CC1 | -1%
Cc1ccc(S(=O)(=O)N2CC3CCCC2C3)cc1 (stereo unspecified) | 4%[57.5 µM]
COc1ccc(-n2c(Cc3cccn3C)nnc2SCC(=O)Nc2ccc(C)cc2C)cc1 | -1%
Cc1nn(-c2ccccc2)c(Cl)c1/C=N/O | 3%
O=C(O)c1cn(C2CC2)c2cc(N3CCNCC3)c(F)cc2c1=O | 9%
O=C(Nc1ccccc1-c1nc2ccccc2[nH]1)c1sc2ccccc2c1Cl | -10%
S=C(Nc1cc(Cl)ccc1Cl)Nn1cnnc1 | 5%[57.5 µM]
COC(=O)[C@@]1(Cc2ccc(OC)cc2)[C@H]2c3cc(C(=O)N(C)C)n(Cc4ccc(C)c(F)c4F)c3C[C@H]2CN1C(=O)c1ccccc1 | -3%
CCC[C@@H]1C[C@@]1(CCC)C(NC(=O)OCc1ccccc1)c1ccc(-c2ccccc2)cc1 (stereo partly specified) | 0%
CCCCCCCCCCCCCc1ccco1 | 23%
CCOC(=O)c1ccc(N2C(=O)c3n[nH]c(-c4ccco4)c3C2c2cccc([N+](=O)[O-])c2)cc1 (stereo unspecified) | 4%
CC1(C)CC(=O)C(C(=O)Cc2ccccc2[N+](=O)[O-])C(=O)C1 | 5%
O=C(N/N=C/c1ccccn1)c1ccccc1 | 3%
COC(=O)c1ccc[n+](CC(=O)c2ccc(Br)cc2)c1 | -6%
Cc1cn2c(N)c(/C=C3\C=Nc4ccccc43)c(=O)nc2s1 | -11%[57.5 µM]
O=C(NNC1=NCCC1)C1CC1 | -5%
CCCCn1c(NS(=O)(=O)c2ccccc2)c(S(=O)(=O)c2ccc(C)cc2)c2nc3ccccc3nc21 | -38%
Cc1nc2c3cc(Cl)ccc3n(CCN3CCOCC3)c2s1 | -2%[57.5 µM]
Nc1cc(C(=O)O)c(N)c2c1C(=O)c1ccccc1C2=O | 28µM*

Single entries from above:
Under ERK EGF inh, CN(C)S(=O)(=O)c1cccc(C(=O)OCC(=O)NCc2ccc3c(c2)OCO3)c1 reads 10%
Under ERK EGF inh, CCC[C@@H]1C[C@@]1(CCC)C(NC(=O)OCc1ccccc1)c1ccc(-c2ccccc2)cc1 (stereo partly specified) reads 0%

Not all compounds are listed. The share of hits here may be higher or lower than overall.
